SR-BI HDL uptake – blocks mouse SR-BI lipid uptake from DiI-HDL. ldlA[mSR-BI] CHO cells, DiI-HDL uptake fluorescence, 3 h. inhibition, % at 12.5 µM. actives 0.96% (n = 320,000). AID 488896;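 active = mean replicate inhibition of at least 70% and a set share of replicates each scoring 70 or more; inconclusive = meets just one of the two criteria; inactive = fails both criteria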;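 also: 0% = median of neutral control wells and 100% = median of positive control wells; values of inactives mirror those of a sister screen read the other way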
CDK5 p35 inh – inhibitors of human CDK5/p35 kinase | Q00535+Q15078 | Recombinant CDK5/p35, ADP-Glo luminescence, 60 min | inhibition, % at 10 µM | actives 0.01% (n = 330,000);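 active = highest replicate inhibition of at least 50% and at least 75% of replicates reaching 50%; inconclusive = only one of the two criteria met; inactive = both criteria failed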;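 also: plate controls were DMSO neutral control for no effect and GW8510 at 10 µM for full effect; many of its hits are not listed in these tables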
Target sequence (Q00535 whole entry, looked up): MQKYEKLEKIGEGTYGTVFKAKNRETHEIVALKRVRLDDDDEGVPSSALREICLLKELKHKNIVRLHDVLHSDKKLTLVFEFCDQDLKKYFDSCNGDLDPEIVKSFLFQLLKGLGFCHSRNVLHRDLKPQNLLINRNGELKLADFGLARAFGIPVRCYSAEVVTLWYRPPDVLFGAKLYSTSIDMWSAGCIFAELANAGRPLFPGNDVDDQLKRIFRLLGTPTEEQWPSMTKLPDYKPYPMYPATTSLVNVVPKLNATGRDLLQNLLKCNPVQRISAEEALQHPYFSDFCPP
Target sequence (Q15078 whole entry, looked up): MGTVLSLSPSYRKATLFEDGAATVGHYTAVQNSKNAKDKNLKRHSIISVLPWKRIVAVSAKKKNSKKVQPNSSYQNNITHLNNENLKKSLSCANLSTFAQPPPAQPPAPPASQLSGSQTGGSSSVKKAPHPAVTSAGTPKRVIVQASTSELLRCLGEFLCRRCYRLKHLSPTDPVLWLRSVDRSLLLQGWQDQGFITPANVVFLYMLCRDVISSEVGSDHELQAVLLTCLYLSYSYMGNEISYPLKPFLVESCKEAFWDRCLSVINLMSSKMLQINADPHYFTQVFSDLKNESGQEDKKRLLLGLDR
HTR5A inv ctr – inverse agonist of human HTR5A in OPRM1-OPRD1 counter-screen | P47898 | HTR5A cell line, luminescence, inverse agonism | inhibition, % at 9.3 µM | actives 0.083% (n = 340,000); in the data active = inhibition mostly above about 23%, no sharp cut-off; inactive = mostly below about 18%;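 also: 0% = cells with DMSO and 100% = no-cell wells with DMSO; some compounds called inactive have numbers as strong as hits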
Target sequence (P47898 whole entry, looked up): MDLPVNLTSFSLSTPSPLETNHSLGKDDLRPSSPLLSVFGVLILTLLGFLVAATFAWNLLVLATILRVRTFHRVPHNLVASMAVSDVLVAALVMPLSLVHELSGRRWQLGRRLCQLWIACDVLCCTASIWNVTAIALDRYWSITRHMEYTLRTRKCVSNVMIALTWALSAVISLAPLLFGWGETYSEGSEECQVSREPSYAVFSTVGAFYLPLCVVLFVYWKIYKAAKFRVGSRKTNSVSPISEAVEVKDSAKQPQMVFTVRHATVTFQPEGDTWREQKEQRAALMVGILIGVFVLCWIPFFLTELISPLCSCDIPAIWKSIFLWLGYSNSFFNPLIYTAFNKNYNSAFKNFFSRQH
HTR5A ag ctr – counter-screen for OPRM1-OPRD1 agonists: human HTR5A agonism; P47898; HTR5A agonist assay, luminescence, cell-based; activation, % at 9.3 µM; actives 0.61% (n = 340,000); AID 504692; in the data active = activation mostly above about 9.5%, no sharp cut-off; inactive = mostly below about 7.6%;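 also: 0% = cells with vehicle only and 100% = reference agonist; strong numbers were not always called active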
PvdQ acylase – P. aeruginosa PvdQ acylase inhibition. purified PvdQ acylase, fluorescence plate reader. inhibition, % at 10 µM. actives 0.063% (n = 340,000). AID 488965; in the data active = inhibition above about 30%, passing the limit was not always enough; inconclusive = no clear call, values can overlap the other calls;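 also: 0% = vehicle neutral wells and 100% = reference inhibitor wells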
MITF act – MITF TRPM1 promoter activation in melanoma cells | SK-MEL-5 TRPM1-promoter luciferase, 24 h; % of positive control, neutral wells = 0 | actives 0.75% (n = 300,000) | AID 588334 | activation, % at 12.5 µM;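 active = mean activation of at least 80% with every replicate also reaching 80%; inconclusive = mean reaches 80% but some replicate falls short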;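 also: 0% = neutral control wells and 100% = parthenolide positive control wells; values of inactives mirror those of a sister screen read the other way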
NSD2 HMT inh – NSD2 (human) methyltransferase inhibition | O96028 | NSD2 peptide methylation, AlphaScreen, 120 min | inhibition, % at 12.5 µM | actives 0.54% (n = 310,000) | AID 743445; in the data active = inhibition above about 50%
dFosB activator – enhances mouse delta FosB homodimer DNA binding. P13346. purified delta FosB, TAMRA-CDK5 oligo fluorescence polarization; percent of positive-control signal above neutral wells. activation, % at 25 µM. actives 0.99% (n = 340,000). AID 493131;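 active = mean activation above about 17%, with every replicate also reaching it, limit read from the data, passing the limit was not always enough; inconclusive = only one of the two conditions met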;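 also: fluorescence polarization rise as delta FosB binds a TAMRA Cdk5 AP-1 oligo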
V-ATPase pH – regulators of yeast V-ATPase proton transport. AID 504577. actives 0.37% (n = 350,000). response, % at 10 µM. S. cerevisiae, pHLuorin cytosolic pH fluorescence; in the data active = response mostly above about 7.3%, no sharp cut-off; inactive = mostly below about 5.4%; also: actives read high; inactives centre near 0; some compounds called inactive have numbers as strong as hits; reference of the scale not given here
Wnt act – activators of Wnt/beta-catenin signaling. Wnt/beta-catenin reporter cell assay, activator, plate reader. actives 1.2% (n = 300,000). activation, % at 9.35 µM; in the data active = activation above about 30%, passing the limit was not always enough; inconclusive = no clear call, values can overlap the other calls;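 also: 0% = neutral control wells and 100% = positive control wells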
* = called active by the depositor; ? = inconclusive; . = no result given.

SMILES	SR-BI HDL uptake	CDK5 p35 inh	HTR5A inv ctr	HTR5A ag ctr	PvdQ acylase	MITF act	NSD2 HMT inh	dFosB activator	V-ATPase pH	Wnt act
Clc1ccc(COn2c(-c3ccc(Cl)cc3Cl)nc3ncccc32)cc1	.	-0.9	-5.3	-0.7	-15.2	5.0	-0.9	-11.4	1.9	.
CC(C)NCC(O)COC1CCC(C(C)(C)C)CC1 (stereo not drawn)	-14.8	-1.0	3.9	-1.4	8.0	3.6	1.2	-5.6	-5.2	-3.0
COc1ccc(S(=O)(=O)N2CCN(C(=O)C3CCCO3)CC2)cc1 (stereo not drawn)	-6.1	-0.2	2.1	-3.6	-9.7	2.2	-2.5	0.6	-1.0	-2.4
COc1ccc(NC(=O)c2cccc(S(=O)(=O)Nc3ccc(Br)cc3)c2)cn1	-6.0	-2.3	6.2	-2.3	-15.8	-5.6	-1.1	-6.5	0.1	-0.3
CCOC(=O)Cc1csc(NC(=O)c2cc(=O)c3ccccc3o2)n1	0.6	0.7	-1.3	3.5	14.0	12.7	0.0	-7.3	0.3	1.5
c1ccc(-c2cc3c(N4CCCC4)ncnc3s2)cc1	50.9	2.6	6.4	-1.0	6.5	-0.6	-1.9	-8.8	.	-5.5
Cc1occc1-c1nnc(SCC(=O)N2CCc3ccccc32)o1	3.2	-4.1	8.7	2.8	-12.2	-0.2	.	-5.6	6.8	-3.2
CCN(CC(=O)Nc1ccc(C(=O)Nc2ccc(OC)cc2)cc1)Cc1nc2ccccc2c(=O)[nH]1	.	-6.8	9.3	1.0	-11.7	16.8	0.7	9.5	1.2	-18.9
CC(C)COc1ccc(C(=O)Nc2ccc(NC(=O)c3ccco3)cc2)cc1	47.2	-7.8	16.5	2.6	-5.5	13.5	-0.7	?	1.2	.
CCCOc1cccc(-c2cc(-c3n[nH]c(=S)n3CC)c3ccccc3n2)c1	63.9	0.4	26.9	-0.1	0.4	-8.5	11.9	0.2	-0.9	-1.2
Cn1c(=O)[nH]c(=O)c2c1nc(Br)n2CCSc1nc2ccccc2o1	-1.3	0.5	-28.2	3.0	-4.9	-5.1	-19.0	1.7	2.4	.
O=S(=O)(c1ccc(F)cc1)N1CCC2(CC1)OCCN2S(=O)(=O)c1cccs1	-7.7	-0.3	-6.8	2.5	-8.7	-3.3	-4.0	-11.0	1.8	-2.4
CC(C)C[C@H](NC(=O)c1nc[nH]c1C(=O)N(C)Cc1ccccc1)C(=O)OCc1ccccc1	-16.0	1.5	-0.6	5.6	-7.2	0.7	.	-10.3	-2.5	6.3
COc1cccc(/C=C/C(=O)NCC2CCCCC2)c1	-14.9	-1.0	-5.0	1.6	-13.1	27.9	5.4	-6.8	-1.8	4.9
Cc1ccc2c(cnn2C(=O)CCC(=O)NC2CCCC2)c1	-0.4	2.7	-3.5	1.8	12.8	.	.	-8.3	16.8*	-9.4
CCCCn1c(N)c(N(CC(C)C)C(=O)C2CC(=O)N(Cc3ccco3)C2)c(=O)[nH]c1=O (stereo not drawn)	-11.8	-1.5	2.7	2.9	3.6	4.2	15.4	-3.2	-2.5	1.2
CCC(C)(C(=O)NC1CCCC1)N(C(=O)c1ccccn1)c1ccc(C)cc1 (stereo not drawn)	21.3	1.6	-3.8	-0.1	-2.4	2.7	-3.1	-3.2	-2.3	-1.1
COc1ccc(C)cc1NC(=O)C(OC(=O)Cn1cnc2c1c(=O)n(C)c(=O)n2C)c1ccccc1 (stereo not drawn)	6.8	1.0	-1.7	-1.0	-5.2	-2.4	-3.7	-7.9	-8.8	-3.6
Cc1noc(NS(=O)(=O)c2ccc(N/C=C/C(=O)c3ccncc3)cc2)c1C	-26.3	-0.4	7.9	3.0	-3.4	-3.7	1.1	-7.8	1.4	.
Cc1cc2ccccc2c(=O)n1CC(=O)NCC(=O)N1CCN(c2ccccc2)CC1	18.1	-4.7	-0.7	6.4	-4.9	-6.5	0.3	3.5	6.5	.
COCCNc1nc2nonc2nc1N1CCC(N(C)C)C1 (stereo not drawn)	9.9	-0.2	4.9	-1.8	-7.5	-1.4	1.1	-3.0	3.3	-1.8
C=CC[C@@H](Cc1ccc(F)cc1)C(=O)OC[C@H]1CCCN1C(=O)[C@@H](CC=C)CC(=O)N[C@H](CO)Cc1ccccc1	8.7	3.4	-10.8	3.0	6.1	-0.7	.	-1.2	-12.0	-9.9
CCOC(=O)c1ccccc1-c1csc(N)n1	1.4	-1.2	-2.8	1.1	0.9	-7.8	-0.1	-6.9	-1.7	-13.2
COC(=O)C1C(c2ccc(N(C)C)cc2)C(C(=O)OC)S(=O)(=O)CS1(=O)=O (stereo not drawn)	-15.4	0.2	-4.4	0.5	-6.0	3.0	-0.1	-8.9	-1.1	0.5
Cn1c(=O)c2c(nc(NCCc3ccccc3)n2CC(=O)NCCc2ccccc2)n(C)c1=O	-8.8	0.0	.	.	-8.9	-6.6	-7.6	-0.8	-4.1	.

(more compounds)
SMILES	SR-BI HDL uptake	CDK5 p35 inh	HTR5A inv ctr	HTR5A ag ctr	PvdQ acylase	MITF act	NSD2 HMT inh	dFosB activator	V-ATPase pH	Wnt act
CCOC(=O)c1c(C)c(C(=O)O)n(C)c1C	-3.8	0.0	-16.4	2.5	-9.0	8.7	2.2	-5.5	0.6	.
Cc1ccc(CNC(=O)c2cc3ccccc3oc2=O)cc1	-12.2	1.5	-2.7	-0.5	-14.2	.	-2.3	-12.5	5.8	1.4
COc1ccc(OCC(O)CN2CCCCCC2)cc1 (stereo not drawn)	-35.0	-1.5	-5.8	1.5	-1.9	2.8	7.0	-3.7	-2.8	.
Cc1ccc(C)c(Cn2nc(-c3ccccc3)ccc2=O)c1	2.5	-1.0	-4.2	1.1	1.7	-8.3	-6.3	-12.3	-3.0	-1.4
COc1ccc(S(=O)(=O)N2CCCC2CNC(=O)C(=O)NCc2cccs2)cc1 (stereo not drawn)	1.3	-1.2	9.1	0.8	-0.9	5.7	-0.3	-14.3	-4.2	-2.7
COc1ccccc1C(=O)NNC(=O)c1ccccc1F	2.8	-0.1	2.9	-1.1	-1.9	14.2	-2.0	-5.8	4.2	4.6
C=CCN(C#N)c1nc(OC)nc(N2CCCC2)n1	17.1	2.5	-6.8	1.2	-9.3	.	1.6	0.1	2.4	-0.1
COc1ccc(/C=N/N=C2/C(=O)Nc3ccccc32)cc1O	-2.9	1.5	-35.7	-15.7	5.5	-6.8	0.8	-11.8	-2.5	0.6
Cc1nn(CC(=O)Nc2ccc(Cl)cc2)c(=O)c2cc(-c3ccccc3)nn12	-4.6	0.4	-14.1	-6.9	9.5	-2.0	-1.6	30.0*	2.2	1.7
C=CCn1c(C)cc(-c2csc(NC(=O)CCc3nc4ccccc4c(=O)[nH]3)n2)c1C	19.6	-1.9	-18.0	6.0	-10.2	-4.2	.	-4.4	-0.4	-2.7
C[C@H](NC(=O)[C@H]1N2C(=O)c3ccccc3C2SC1(C)C)C(=O)N1CCC[C@H]1C(=O)O (stereo partly drawn)	-10.8	-0.7	1.3	1.9	-6.7	3.3	.	-1.9	-0.4	6.1
CC(C)CNC(=O)CC(=O)N/N=C/c1cccs1	-39.4	-0.6	3.6	-0.4	-2.3	3.7	-3.8	6.0	-0.8	.
O=C(NCc1cccnc1)C1CC(=O)N(C2CCCCC2)C1 (stereo not drawn)	-5.6	5.4	-14.2	-1.4	-27.4	6.9	.	-2.5	-1.0	-3.3
C=CCn1c(CCCNC(=O)CCC)nc2ccccc21	-7.6	-0.3	-4.3	7.7	-12.8	-1.5	-1.6	4.4	-3.4	.
Cc1cc(/C=C2\SC(=S)N(C)C2=O)c(C)n1-c1cccc(O)c1	.	-1.1	-10.8	-1.3	-4.8	-22.9	9.0	-8.6	-2.4	-9.2
CCC(=O)N1CCN(c2ccccc2NC(=O)Cc2ccccc2)CC1	-5.2	1.0	4.0	-4.7	0.9	-13.1	-2.0	-13.4	-3.0	.
O=C(c1ccc2ccccc2n1)N1CCN(Cc2c(F)cccc2Cl)CC1	0.1	-2.8	-3.5	0.6	-2.5	-8.5	1.3	-3.8	-3.3	3.5
CN1CCN(c2cc(=O)n(Cc3ccc(F)cc3)c(=O)[nH]2)CC1	15.9	0.4	7.7	-2.5	1.5	0.1	.	2.4	1.9	1.0
CCCCN(CC)C(=O)C1CCC(CNS(=O)(=O)c2cccc3nsnc23)CC1 (stereo not drawn)	31.1	1.7	0.6	-3.5	1.7	-5.8	2.8	-3.2	0.1	-1.5
COC1=C/C(=C/c2c(N)n3nc(CC(=O)N4CCCC4)sc3nc2=O)C=CC1=O	-0.2	-5.9	4.9	-1.2	-9.4	1.6	5.9	-1.8	1.7	-1.6
Nc1cc(-c2ccco2)no1	-7.4	1.9	10.1	-2.6	-15.5	7.8	1.3	-6.7	0.0	1.8
COc1ccc(CC(=O)Nc2c3c(nn2C(C)(C)C)CS(=O)C3)cc1 (stereo not drawn)	11.9	1.0	6.3	-2.2	-2.2	0.0	.	-0.1	5.2	-2.7
O=C(Nc1nnc(-c2ccc(Cl)cc2)o1)C1CCCCC1	.	1.3	-3.5	1.2	-6.1	15.3	.	-9.2	0.2	-0.6
CN1/C(=C/C(=O)c2ccc(Cl)cc2)Sc2cc3c(cc21)OCO3	28.1	-1.8	14.4	0.8	-19.6	78.2	0.4	3.7	-42.6	.
Cc1ccc(NC(=O)CSc2nc3ccccc3nc2N2CCOCC2)c(C)c1	17.8	0.1	10.7	-3.5	-20.0	3.3	.	-5.3	-2.5	6.0

Continued:
SMILES	SR-BI HDL uptake	CDK5 p35 inh	HTR5A inv ctr	HTR5A ag ctr	PvdQ acylase	MITF act	NSD2 HMT inh	dFosB activator	V-ATPase pH	Wnt act
Cc1ccc(S(=O)(=O)N2CCOCC2)cc1NC(=O)COC(=O)Cc1cccs1	-1.6	-0.5	0.1	6.1	11.9	-7.7	-1.3	-11.7	1.8	-0.7
Cn1cc(C(=O)Nc2ccc(Cl)c(Cl)c2)cn1	11.6	0.5	8.5	-1.3	13.6	24.6	-0.7	-8.8	0.2	6.3
COc1ccc(NC(=O)NN2CCN(C)CC2)cc1	-10.0	-0.7	4.0	2.0	-6.8	-8.2	-0.6	-3.3	-3.7	0.7
CCCCc1ccc(NC(=O)CSc2nnc(C)c(=O)n2N)cc1	-8.6	-3.8	-1.1	1.9	-15.0	-8.0	1.8	-2.1	3.7	-1.3
Cc1cc(C)c(C(=O)Nc2ccc(S(=O)(=O)Nc3onc(C)c3C)cc2)c(C)c1	11.3	0.3	2.1	-0.7	-8.2	-4.7	.	-1.2	-1.9	-5.5
CN(Cc1ccccc1)S(=O)(=O)c1ccc2c(c1)OCCO2	-13.5	1.5	7.0	4.6	-12.5	8.0	5.3	-1.1	3.8	.
COc1ccc(CNC(=O)NS(=O)(=O)c2ccc(C)cc2)cc1	-12.0	-0.1	-0.4	0.1	-7.2	9.8	.	6.6	1.9	-0.1
Cc1[nH]c2ccc(C(=O)OC(C)C(=O)N(C)c3ccccc3)cc2c1C (stereo not drawn)	30.7	-1.2	14.0	-0.5	-11.7	0.2	.	-28.1	-2.7	.
COc1ccc(CCNC(=O)CNC(=O)c2ccc(Br)o2)cc1OC	-12.0	-0.1	0.9	-0.4	-12.2	10.0	-2.5	0.5	1.4	-0.5

Compound activity (PubChem BioAssay)
